ARFGAP1 inh: inhibits rat ARF GTPase activating protein 1. inhibition, % at 16.5 µM. Q62848. Arfgap1-stimulated ARF1 GTP hydrolysis, GDP FP detection. hit rate 0.26% among 360,000;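 active = inhibition above a per-plate limit, mean inhibition of low control wells plus 3 SD, cut at about 25% in these data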;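 also: 0% = DMSO wells with enzyme and 100% = wells lacking Arfgap1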
Target sequence (Q62848 1-136 limits assumed): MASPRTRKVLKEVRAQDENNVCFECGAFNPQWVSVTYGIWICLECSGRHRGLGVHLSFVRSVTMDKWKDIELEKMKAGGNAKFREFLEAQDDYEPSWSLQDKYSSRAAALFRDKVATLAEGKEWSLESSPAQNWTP
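material = rat Arfgap1 catalytic domain, aa 1-136 | also added = human ARF1(Δ1-17)-GTP substrate | compound dosing = one concentration, 16.5 µM, DMSO 1.26% | times = GTP hydrolysis reaction 2 h at 25 °C | measured by = FP, GDP Alexa 633 tracer displaced from anti-GDP antibody, 620/688 nm | evaluation = percent inhibition of Arfgap1-stimulated GTP hydrolysis | replication = single well per compound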
proKLK7 act: activators of human kallikrein-7 zymogen; activation, % at 7 µM; purified proKLK7, EDANS-DABCYL substrate fluorescence; 100% is mature enzyme control, 0% vehicle; AID 652039; hit rate 0.9% among 370,000;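 active = activation above the mean of all tested compounds plus 3 SD, computed per campaign excluding outliers beyond control limits, cut at about 13% in these data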
GAA850 FXN act: frataxin GAA850 promoter activation; HEK293 lucGAA850 FXN promoter luciferase reporter, 24 h; percent of 10 µM SAHA response; activation, % at 6 µM; hit rate 0.56% among 360,000;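 active = activation above the average of all compounds screened plus 3 SD, cutoff fixed separately per campaign, cut at about 7.5% in these data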;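 also: 0% = DMSO wells and 100% = 10 µM SAHA wells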
NPR2 activator: GC-B (human) receptor activation; P20594; hit rate 0.11% among 370,000; AID 1920062; HEK293-GC-B cells, CNP EC30, cGMP TR-FRET; 0% at EC30 CNP, 100% saturating CNP; activation, % at 10 µM;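 active = activation at 10 µM reaching about 35% in either raw or pattern-adjusted values, limit read from the data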
ADAM10 inh: inhibits human ADAM10; inhibition, % at 7 µM; AID 720582; recombinant ADAM10, EDANS/DABCYL FRET peptide cleavage, 3 h; hit rate 0.62% among 370,000;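 active = inhibition above a per-campaign cutoff equal to the mean of compounds falling between control-based bounds plus 3 SD, cut at about 20% in these data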;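 also: 0% = DMSO wells while the 100% control is not disclosed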
sPLA2-III inh: Blocks human group III sPLA2 activity; Q9NZ20; QFRET BODIPY PC-A2 liposome hydrolysis, fluorescence; inhibition, % at 12.2 µM; hit rate 0.56% among 370,000; AID 743126;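 active = inhibition above mean plus 3 SD of compounds lying within the high and low control bounds, cut at about 19% in these data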;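 also: 0% = median of test compound wells and 100% = no enzyme DMSO wells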
DDE Tn6 FP inh: inhibitors of Tn6 peptide binding to human fibrin DD(E). P02675. Fibrin DD(E) TRITC-Tn6 fluorescence polarization displacement. inhibition, % at 8.3 µM. hit rate 0.21% among 370,000;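 active = inhibition above a per-campaign cutoff: mean of compounds within control limits plus 3 SD, cut at about 15% in these data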;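 also: 0% = median of all compound wells on the plate and 100% = blocking peptide control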
Target sequence (P02675 whole entry, looked up): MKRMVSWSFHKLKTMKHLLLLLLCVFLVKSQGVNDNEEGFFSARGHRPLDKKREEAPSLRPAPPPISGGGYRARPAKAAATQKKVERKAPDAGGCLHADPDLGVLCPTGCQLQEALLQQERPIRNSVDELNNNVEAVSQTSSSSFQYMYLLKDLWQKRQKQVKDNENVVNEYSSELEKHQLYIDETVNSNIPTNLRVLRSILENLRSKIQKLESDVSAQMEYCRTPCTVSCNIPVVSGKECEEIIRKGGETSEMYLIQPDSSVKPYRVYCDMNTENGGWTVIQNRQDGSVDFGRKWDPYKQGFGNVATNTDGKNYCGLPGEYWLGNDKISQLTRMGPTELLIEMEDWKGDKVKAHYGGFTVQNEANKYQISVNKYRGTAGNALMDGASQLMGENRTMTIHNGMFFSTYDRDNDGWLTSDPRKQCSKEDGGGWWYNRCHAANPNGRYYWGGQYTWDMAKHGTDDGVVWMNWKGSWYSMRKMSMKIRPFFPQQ
GC-A act: GC-A (human) enzyme activation; activation, % at 10 µM; AID 1671463; HEK293 GC-A cells, cGMP TR-FRET, EC30 ANP; 0% at EC30 ANP, 100% saturating ANP; P16066; hit rate 0.14% among 370,000; in the data active = activation above about 40%
rCAG binder: r(CAG) repeat RNA binding; inhibition, % at 3 µM; TO-PRO-1 dye displacement fluorescence; hit rate 1.3% among 370,000;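 active = inhibition above the plate cutoff, the mean of all test compounds on that plate plus 3 SD, cut at about 35% in these data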;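 also: 0% = DMSO alone and 100% = 100 µM mitoxantrone as full dye displacement; higher means more dye released from RNA so lower well fluorescence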
ASAP1 GAP inh: ASAP1 ArfGAP inhibition; Q9ULH1; ASAP1-stimulated ARF1 GTP hydrolysis, GDP FP detection; AID 624377; hit rate 0.19% among 360,000; inhibition, % at 16.5 µM; in the data active = inhibition above about 25%;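 also: 0% = vehicle with enzyme and substrate and 100% = no enzyme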
Target sequence (Q9ULH1 325-724 limits assumed): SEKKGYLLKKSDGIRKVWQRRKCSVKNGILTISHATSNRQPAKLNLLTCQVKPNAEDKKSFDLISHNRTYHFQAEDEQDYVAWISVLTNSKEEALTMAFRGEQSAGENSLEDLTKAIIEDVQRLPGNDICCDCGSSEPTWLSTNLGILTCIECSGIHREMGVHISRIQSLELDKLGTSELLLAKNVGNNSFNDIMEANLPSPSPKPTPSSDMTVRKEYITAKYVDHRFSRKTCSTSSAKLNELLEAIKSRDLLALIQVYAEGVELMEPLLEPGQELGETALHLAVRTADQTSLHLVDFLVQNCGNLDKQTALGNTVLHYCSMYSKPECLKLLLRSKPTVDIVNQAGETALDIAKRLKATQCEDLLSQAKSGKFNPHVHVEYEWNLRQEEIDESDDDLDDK
Active calls of the source: *; i = inactive; . = no result given.

item | Molecule | ARFGAP1 inh | proKLK7 act | GAA850 FXN act | NPR2 activator | ADAM10 inh | sPLA2-III inh | DDE Tn6 FP inh | GC-A act | rCAG binder | ASAP1 GAP inh
1 | CCn1c(C)nc2cc(S(=O)(=O)N3CCCC3)ccc21 | -3 | 0.0 | 0.6 | 6 | -7 | 3 | 2 | 2 | 1 | 3
2 | Cc1ccccc1C(=O)NNC(=O)CSc1nc(-c2ccccc2)cc(=O)[nH]1 | 16 | 0.4 | 3.3 | 4 | 1 | 0 | -6 | -4 | 0 | 8
3 | Cc1cccc(NC(=O)c2n[nH]c([N+](=O)[O-])c2Br)c1C | -11 | 0.0 | 0.8 | -6 | 2 | -15 | -1 | 0 | 10 | -5
4 | CN(NC(=O)/C=C/C(=O)O)c1ncc(C(F)(F)F)cc1Cl | -1 | -0.1 | -1.7 | 5 | 2 | 3 | 2 | 3 | 2 | 1
5 | Cc1ccc(C(=O)NCC(=O)Nc2ccc(Cl)cc2)s1 | 1 | 0.7 | 1.0 | 1 | -11 | 6 | -8 | 0 | 2 | 3
6 | Cc1cc2c(cc1S(=O)(=O)N(C)c1ccccc1)n(C)c(=O)n2C | 1 | 0.7 | 2.2 | 1 | -3 | -2 | 1 | -3 | -1 | -1
7 | COc1ccc(C2(C(=O)NC3CCCCC3)CCOCC2)cc1OC | -3 | 0.1 | 2.3 | -6 | 5 | 5 | 1 | -9 | 3 | 13
8 | CC(=Nc1ccccc1C)C1=C(O)CSC1=O | 0 | -0.4 | 5.2 | -2 | -9 | -5 | 2 | -3 | 1 | 1
9 | CN(C)CCNC(=O)c1cc2c(s1)-c1ccc(Cl)cc1SC2 | 8 | -31 | 0.3 | -11 | i | -3 | 0 | -6 | 22 | -1
10 | COc1ccc(OCc2nnc(NC(=O)Nc3ccc(F)cc3)s2)cc1 | -4 | -0.3 | 0.3 | -2 | 7 | -2 | -1 | 3 | 24 | -6
11 | COC(=O)c1sc2cc([N+](=O)[O-])cc(SCC(C)C)c2c1N | -4 | 0.7 | 3.7 | -6 | 5 | 0 | 3 | -3 | 10 | -17
12 | C=CCn1c(SCC(=O)Nc2sccc2C(N)=O)nc2sc(CC)cc2c1=O | -9 | 0.2 | -1.2 | -10 | 5 | -36 | -3 | -6 | 10 | 12
13 | Cc1noc(C)c1CSCC(=O)Nc1ccccc1N1CCCC1 | -12 | 0.3 | 1.1 | 2 | 1 | -9 | -5 | -1 | -7 | -19
14 | O=C(OCCN=C1NS(=O)(=O)c2ccccc21)c1cccc([N+](=O)[O-])c1 | 8 | -0.1 | 2.4 | 4 | -3 | -7 | 2 | 1 | 1 | -2
15 | CC(=O)COc1ccc2c(c1C)O/C(=C\c1ccco1)C2=O | 0 | 1.4 | -1.4 | -5 | -14 | -3 | -1 | -5 | 25 | 2
16 | NC(=S)c1ccc[n+]([O-])c1 | 6 | 0.9 | 1.0 | 3 | -6 | 5 | -3 | 3 | 2 | -2
17 | CC(Sc1nc2ccc(Br)cc2[nH]1)C(=O)O (configuration not stated) | 3 | 0.0 | 0.0 | 2 | -6 | -4 | 2 | 3 | 0 | -2
18 | CCCCSc1nnc(CCNC(=O)OC(C)(C)C)o1 | 12 | -0.4 | 0.0 | -1 | 3 | -5 | -2 | -1 | -7 | -10
19 | COc1ccc(-c2nc3ccccn3c2C=O)cc1 | 0 | -0.3 | 3.6 | 1 | -12 | 10 | 11 | 4 | -4 | 16
20 | CCN1C(=O)C(=O)N(CC(=O)N(C)CC(=O)Nc2ccccc2Cl)C1=O | 0 | -0.8 | 1.4 | -2 | -11 | 7 | -6 | 4 | 2 | -1
21 | CN(C)c1nc(N)c2nccnc2n1 | 4 | 21* | -0.2 | -3 | i | 5 | -10 | 7 | 4 | 19
22 | CCCOCC(O)CC(Cc1ccccc1)C(=O)NN (configuration not stated) | 10 | 0.4 | 1.2 | 4 | -6 | -9 | 1 | 4 | -4 | -3
23 | COc1ccccc1NC(=O)CSc1nnc(-c2ccccc2)o1 | -11 | -0.9 | 0.3 | -4 | -15 | 11 | -9 | -2 | 3 | 8
24 | O=C(CN1C(=O)c2ccccc2C1=O)OCc1nc2ccsc2c(=O)[nH]1 | -1 | 0.3 | 0.2 | -3 | 0 | 3 | 4 | 2 | 1 | 6
25 | O=C(NCC(c1ccco1)N1CCCCC1)c1ccc(S(=O)(=O)Nc2ccccc2Cl)cc1 (configuration not stated) | -7 | -0.6 | 0.5 | 1 | -4 | -29 | -1 | -2 | 43* | -7
26 | CC(NC(=O)c1ccco1)C(c1cccs1)N1CCOCC1 (configuration not stated) | -4 | -0.5 | -1.4 | -3 | -14 | 4 | 0 | 0 | 0 | 13
27 | COc1ccc(C2CC(c3ccccc3O)=NN2c2ccccc2)cc1 (configuration not stated) | 10 | -0.3 | 0.2 | 3 | -32 | 9 | -7 | -1 | -1 | -5
28 | Cc1ccc(Cc2nnc(SCC(=O)Nc3ccc(C)cc3C)[nH]c2=O)cc1 | 2 | 0.2 | -0.5 | 1 | 3 | 7 | 14 | 0 | 10 | 11
29 | O=C(CN(Cc1ccc(F)cc1)C(=O)c1csnn1)NC1CCCC1 | 2 | -0.5 | 1.9 | -6 | 9 | 4 | -10 | -7 | -2 | -6
30 | COCCNC(=O)c1ccccc1NC(=O)COc1ccccc1 | 6 | -0.5 | 1.9 | 7 | 11 | 1 | 2 | 4 | -2 | -13
31 | CN(CC(=O)NC(=O)NC1CCCCC1)Cc1ccccc1 | -3 | -0.1 | 2.2 | 3 | -8 | 8 | -2 | 4 | 0 | 0
32 | c1ccc(COc2ncnc3c2ncn3CCCNCc2cccs2)cc1 | -2 | 0.7 | -0.3 | -8 | -5 | 3 | -1 | 2 | 1 | 3
33 | Cc1nc(SCC(=O)N(CC(C)C)C2CCS(=O)(=O)C2)c(C#N)c(C)c1C (configuration not stated) | 0 | 0.5 | 0.3 | -2 | 4 | -2 | 3 | 4 | -6 | -4
34 | Cc1ccc(C(=O)CCC(=O)Nc2cccc(C(F)(F)F)c2)cc1C | 6 | -0.3 | 1.4 | 3 | 7 | -8 | -6 | 1 | 4 | -4
35 | Cc1cc(C)n2[nH]c(=O)c(N=Nc3cccc(C(F)(F)F)c3)c2n1 | -4 | -0.3 | -0.5 | -9 | 2 | 4 | -4 | -3 | 3 | -12
36 | CC(=O)Nc1ccc2sccc2c1 | 1 | -0.2 | 2.4 | 6 | -13 | 1 | -6 | 1 | -3 | -2
37 | CCN(CC)CCC(c1cc(OC)c(OC)c(OC)c1)c1c(OC)cc(OC)c2c(C)cc(=O)oc12 (configuration not stated) | 3 | -0.1 | -2.0 | -14 | -6 | -4 | 3 | -12 | 4 | -7
38 | CSCc1c(C(=O)Nc2ccc3c(c2)OCO3)oc2ccccc12 | -4 | -0.5 | 1.8 | -1 | -4 | 1 | -12 | 0 | 11 | -10
39 | CN(Cc1cccs1)CC(O)COCc1ccco1 (configuration not stated) | 0 | 0.0 | 0.7 | 0 | 0 | 0 | -2 | 4 | -2 | 7
40 | CCOC(=O)COc1ccccc1/C=N/Nc1nnc2c3ccccc3n(C)c2n1 | 1 | -0.3 | -2.2 | -1 | 0 | -2 | -2 | 4 | 5 | -1
41 | COc1ccc(N2C(=O)C3C(c4ccc(C(=O)O)cc4)NC(Cc4ccccc4)(C(=O)O)C3C2=O)c([N+](=O)[O-])c1 (configuration not stated) | -7 | 0.7 | 1.1 | -2 | -9 | -8 | -4 | 2 | 37* | -4
42 | Cc1ccc(S(=O)(=O)NCCn2nc(C)nc2C)cc1 | 3 | -0.1 | 1.0 | -5 | -1 | 2 | 3 | 2 | 0 | -1
43 | CCOC(=O)c1c(C)n(CC(O)CN(C)C)c2cc(Br)c(OC)cc12 (configuration not stated) | 10 | -0.4 | -1.7 | -11 | -2 | -10 | -1 | -2 | 2 | 3
44 | CN(C)CCNC(=O)c1scc2c1CCCC2 | -9 | 0.6 | -1.1 | -7 | 3 | 2 | -11 | -5 | -1 | 8
45 | COc1cc(S(=O)(=O)Nc2ccccc2C(=O)N2CCCCC2)ccc1NC(C)=O | -2 | 0.9 | -1.6 | 2 | -5 | 1 | 5 | 2 | 4 | 3
46 | O=C(Nc1ccc(CN2CCCCC2)cc1)Nc1ccccc1Cl | -4 | -1.2 | 4.3 | -4 | -1 | -8 | 8 | 2 | 2 | -7
47 | Cc1cc(=O)oc2cc(OCC(=O)NCCc3ccccc3)ccc12 | 1 | 0.0 | 1.2 | -10 | -23 | 1 | 6 | -8 | -1 | -14
48 | O=C(Oc1cccc(OC(=O)N2CCCCC2)c1)N1CCCCC1 | 4 | -0.8 | -1.2 | -1 | 2 | -3 | 2 | 0 | -8 | -3
49 | CC(NC(=O)/C(C#N)=C/c1cn[nH]c1-c1ccccc1)c1ccccc1 (configuration not stated) | -12 | 0.4 | 0.2 | -2 | -2 | -17 | -7 | -2 | -2 | 5
50 | CC(Oc1ccccc1)c1ccnn1S(C)(=O)=O (configuration not stated) | -5 | 0.4 | 0.1 | 5 | 7 | 6 | 0 | 2 | -2 | 5

Further entries follow:
item | Molecule | ARFGAP1 inh | proKLK7 act | GAA850 FXN act | NPR2 activator | ADAM10 inh | sPLA2-III inh | DDE Tn6 FP inh | GC-A act | rCAG binder | ASAP1 GAP inh
51 | O=C(NNC(=O)c1ccccc1-n1cccc1)c1ccc(F)cc1 | -3 | 0.3 | 0.8 | 6 | -12 | 3 | 2 | 6 | -1 | -8
52 | CCC(=O)Nc1cccc(C2=NOC3(C2)C[C@@H](C(N)=O)N(C(=O)CC)C3)c1 (some centres not stated) | 20 | -0.2 | 1.2 | 5 | -8 | -1 | -3 | 2 | 2 | 11
53 | O=c1oc(CCCO)cc2ccc(Br)cc12 | 1 | 0.3 | 1.1 | 2 | -17 | 2 | -12 | -1 | 5 | -10
54 | O=C(COc1ccc(Br)cc1)N(Cc1cccs1)C1CCS(=O)(=O)C1 (configuration not stated) | 3 | -0.4 | 1.3 | -3 | -2 | -4 | 7 | -2 | 3 | -6
55 | Cc1cccnc1C(NC(=O)C1CCN(CCCc2ccccc2)CC1)c1ccc(Cl)cc1 (configuration not stated) | -18 | 0.7 | -1.3 | -10 | -5 | -11 | 10 | -8 | -1 | 11
56 | Cc1cccc(NC(=O)CSc2nc3nc(C)cc(C)c3c(=O)[nH]2)c1 | 0 | 0.0 | -2.1 | 5 | 3 | 1 | 0 | 4 | 5 | -3
57 | Cc1nnc(-c2cnn(C)c2N)n1CCCN1CCOCC1 | -9 | 0.2 | 0.4 | 4 | -2 | 5 | 4 | 0 | 0 | 1
58 | COc1cc2c(cc1NC(=O)CSc1nnc(-c3ccccn3)n1-c1ccccc1)oc1ccccc12 | . | -0.3 | . | 9 | 3 | -2 | -1 | -7 | 10 | .
59 | O=C(NCCCN1CCCC1=O)c1cc(COc2ccc(F)cc2F)on1 | -3 | -0.2 | 1.3 | 2 | 3 | 6 | 3 | 28 | -3 | 4
60 | Cc1cccc(-n2ncc3c(NCc4ccc5c(c4)OCO5)ncnc32)c1 | -4 | 0.6 | 1.4 | 7 | 5 | 4 | -9 | 8 | 1 | -8
